Compound activity from PubChem.
PrPC surface inh – reduces human prion protein on the cell surface. P04156. cell surface PrPC, TR-FRET read-out. AID 720596. 0.43% of 370,000 active. inhibition, % at 13.8 µM; in the data active = inhibition above about 24%; also: 0% = median of the test wells and 100% = reference compound wells
VHR inh abs – blocks human VHR1 dual specificity phosphatase; 0.52% of 290,000 active; recombinant VHR phosphatase, pNPP absorbance; inhibition, % at 13.3 µM; in the data active = inhibition above about 50%; also: some compounds called inactive have numbers as strong as hits
Target sequence (P51452 whole entry, looked up): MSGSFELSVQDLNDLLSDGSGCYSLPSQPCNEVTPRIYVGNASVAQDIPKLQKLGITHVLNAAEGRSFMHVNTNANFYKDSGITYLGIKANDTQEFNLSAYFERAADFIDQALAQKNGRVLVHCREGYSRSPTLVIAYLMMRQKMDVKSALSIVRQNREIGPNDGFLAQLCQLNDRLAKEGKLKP
Rv3671c inh – inhibits the M. tuberculosis serine protease Rv3671c; P9WHR9; inhibition, % at 5.96 µM; 0.048% of 320,000 active; in the data active = inhibition above about 38%;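 also: extracellular domain of Rv3671c used as enzyme; 0% = enzyme with DMSO and 100% = no enzyme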
Target sequence (P9WHR9 whole entry, looked up, the tested form may be a part): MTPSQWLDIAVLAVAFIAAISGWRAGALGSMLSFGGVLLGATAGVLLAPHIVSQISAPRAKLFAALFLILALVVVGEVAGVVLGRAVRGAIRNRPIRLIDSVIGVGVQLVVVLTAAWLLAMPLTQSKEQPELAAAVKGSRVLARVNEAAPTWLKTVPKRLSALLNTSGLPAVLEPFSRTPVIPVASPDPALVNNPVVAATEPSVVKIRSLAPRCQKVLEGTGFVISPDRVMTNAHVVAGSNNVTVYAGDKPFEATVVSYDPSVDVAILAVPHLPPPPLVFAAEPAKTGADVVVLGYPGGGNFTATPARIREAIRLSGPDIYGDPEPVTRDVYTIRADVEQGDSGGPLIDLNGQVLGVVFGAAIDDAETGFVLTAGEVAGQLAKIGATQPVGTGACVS
MazEF act – increases E. coli MazEF RNase cleavage of RNA | P0AE70 | FAM/BHQ RNA-DNA oligo cleavage fluorescence, 5 h | activation, % at 20 µM | 0.32% of 350,000 active; in the data active = activation above about 50%
Target sequence (P0AE70 whole entry, looked up): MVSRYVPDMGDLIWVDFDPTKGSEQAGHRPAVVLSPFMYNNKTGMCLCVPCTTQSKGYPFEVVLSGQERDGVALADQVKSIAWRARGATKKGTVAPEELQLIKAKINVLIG
PriA SSB inh – K. pneumoniae PriA-SSBct interaction inhibition | AlphaScreen SSBct-PriA binding, biotinylated peptide | inhibition, % at 33 µM | 0.6% of 430,000 active | AID 1272365; in the data active = inhibition mostly above about 37%, no sharp cut-off; inactive = mostly below about 20%;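 also: plate controls were negative control peptide for no effect and reference peptide for full effect; strong numbers were not always called active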
CCHFV vOTU inh – CCHFV vOTU protease inhibition | Pep-AMC fluorescence | inhibition, % at 11.5 µM | 0.55% of 370,000 active | AID 651958; in the data active = inhibition above about 30%; also: 0% = vehicle wells with enzyme and 100% = no enzyme wells
Y pestis TopoI – inhibitors of Yersinia pestis topoisomerase I | Y. pestis Topo-I cleavage product accumulation, plate reader | activity, % at 10 µM | 0.064% of 360,000 active; in the data active = activity above about 50%, passing the limit was not always enough; inconclusive = no clear call, values can overlap the other calls; also: inactives centre near 2
Vc quorum ag – induces V. cholerae light production without autoinducers. V. cholerae BH1578 lux reporter, luminescence, 6 h. activation, % at 18.7 µM. 0.16% of 350,000 active. AID 588436; in the data active = activation mostly above about 9.7%, no sharp cut-off; inconclusive = no clear call, values can overlap the other calls; inactive = mostly below about 3.7%; also: not every result past the cut was called active; inactives centre near 0; reference of the scale not given here
TcdB GH inh – inhibitors of Clostridioides difficile toxin B glycohydrolase. P18177. TcdB glycohydrolase enzymatic assay, plate reader. inhibition, % at 9.99 µM. 0.24% of 350,000 active. AID 652162; in the data active = inhibition above about 10%
3CLpro inhibitor – SARS-CoV 3CLpro protease inhibition | P0C6X7 | recombinant SARS-CoV 3CLpro, quenched FRET peptide cleavage | 0.14% of 290,000 active | inhibition, % at 6 µM; in the data active = inhibition above about 12%
Starred values were filed as active, the others as inactive; i = inactive; ? = inconclusive; · = not tested or not shown; & = joins results of further samples. A portion of the library; the hit share may differ from the screen's.

SMILES	PrPC surface inh	VHR inh abs	Rv3671c inh	MazEF act	PriA SSB inh	CCHFV vOTU inh	Y pestis TopoI	Vc quorum ag	TcdB GH inh	3CLpro inhibitor
N/C(Cc1ccc(Cl)c(Cl)c1)=N\OC(=O)c1cccs1	9	-1	-4	2	·	-3	9	i	·	1
Cc1ccc(CN2CC(=O)N3[C@H]4c5ccccc5OC[C@@H]4[C@H](c4ccccc4)[C@]3(C)C2=O)cc1	14	·	-2	-2	2	6	13	0.4	0.3	·
CCOc1ccc2nc(N(CCCN(C)C)C(=O)c3ccc(C(=O)c4ccccc4)cc3)sc2c1	-22	22	9	5	27&31	-5	?	i	1.4	-4
Cn1ncc(Cl)c1C(=O)N/N=C/c1ccccn1	-3	5	0	8	·	-17	3	-0.6	0.2	-5
Cc1ccc(C(=O)N2CCCC(N3CCN(c4cccc(C(F)(F)F)c4)CC3)C2)s1 (configuration not stated)	1	-10	8	13	-11	16	39	-2.0	1.3	5
Cc1ccc(CN2CCC(c3cc(-c4cccs4)n[nH]3)CC2)cc1	0	12	-1	3	-7	2	13	-0.1	1.0	3
COc1cccc(C2(c3cccc(OC)c3)CC2C(=O)Nc2cccc3ccccc23)c1 (configuration not stated)	5	14	-1	12	-10	-10	13	i	·	1
COc1cc2c(cc1OC)C(C)N(C(=O)c1ccc(Cl)c(S(=O)(=O)N3CCCCC3)c1)CC2 (configuration not stated)	-1	-6	-5	1	13	16	31	-0.4	1.9	5
c1cnc2ccc(C(c3nnnn3C3CCCC3)N3CCN4CCCC4C3)cc2c1 (configuration not stated)	-7	38	7	-14	1	-5	12	i	·	-2
COc1ccc(C)cc1S(=O)(=O)Nc1cc2c3c(c1)CCN3C(=O)CC2	-6	·	7	1	9	-3	0	-1.2	-1.6	·
CCn1nnnc1NC(=O)c1ccc2ccccc2c1	-5	20	4	11	-6	11	2	0.7	0.7	4
CCn1c(COc2ccccc2C)nnc1SCC(=O)O	1	-5	-7	5	-17	6	6	-0.3	·	-2
CS(=O)(=O)N1CCN(C(=O)c2ccc3c(c2)OCCO3)CC1	3	0	7	14	3	-8	-8	i	0.9	3
CN(C)CCCNC(=O)c1ccccc1Oc1ccccc1	-6	9	3	7	-10	-10	-10	-1.1	1.2	2
NC1=NC(=O)/C(=C/c2ccc(-c3ccc(S(N)(=O)=O)cc3)o2)S1	-5	49	-22	-6	-7	-6	-6	i	2.2	-10
CC1CCCC(NC(=O)COC(=O)c2ccc(Cl)nc2)C1C (configuration not stated)	-3	·	-2	4	-9	5	3	i	1.5	·
COc1ccccc1C(=O)NS(=O)(=O)c1ccc(C)cc1	-2	·	6	-2	-6	-4	2	0.5	1.5	·
CCOc1cc(/C=C(\C#N)C(=O)NCc2cccnc2)ccc1O	-13	3	3	5	-2	5	3	-0.2	6.2	3
CCc1ccc(C(=O)/C=C/Nc2ccc(S(=O)(=O)Nc3onc(C)c3C)cc2)cc1	8	-4	-9	-5	-6	3	8	-0.2	·	3
Cc1ccc(NC(=O)C2COc3ccccc3O2)cc1 (configuration not stated)	3	15	-2	5	-31	3	2	-0.3	1.4	0
COCC(C)NC(C(=O)Nc1ccc(Cl)c([N+](=O)[O-])c1)c1ccccc1 (configuration not stated)	-1	8	5	-1	-6	7	-2	i	·	1
CCCCn1c(-c2ccc(C(C)(C)C)cc2)nc2cc3[nH]c(=O)c(C(C)C)nc3cc21	5	32	0	-12	-10	16	-2	2.5	3.5	-10
Cc1ccc(-n2ncc3c(SCC(=O)Nc4cc(C)on4)ncnc32)c(C)c1	12	-10	-1	-8	-7	-5	-1	1.6	-0.8	-1
Cc1ccc(NS(=O)(=O)c2cccc(C(=O)n3ncc(C#N)c3N)c2)c(C)c1	6	10	-9	-16	-5	-5	-5	-1.8	·	4
O=C(c1ccc([N+](=O)[O-])cc1)N1CCN(C2=NS(=O)(=O)c3ccccc32)CC1	-23	32	-3	-1	2	17	-14	i	-0.5	-4
COc1ccc(/C=C/c2c(-c3ccc(OC)cc3)oc3cccnc23)cc1	-2	25	-3	-24	-26	7	-11	0.5	0.7	-7
O=C(CCCCCNC(=O)c1ccccc1)N/N=C/c1ccccc1	6	-12	-11	-3	·	9	7	-0.2	-0.1	1
C#CCNc1ccncc1S(=O)(=O)NC(=O)NC(C)C	0	22	5	-2	-9	8	-6	0.9	·	6
Cc1cc(OCC(=O)N[C@H](C(=O)O)c2ccccc2)c2c3c(c(=O)oc2c1)CCC3	4	13	-4	2	8	-37	1	-0.1	0.3	1
COc1ccc(C2CC(c3ccccc3)=NN2C(=O)COC(=O)c2cnc(Cl)c(Cl)c2)cc1 (configuration not stated)	-3	2	8	3	-6	-4	1	0.6	·	2
O=C(N/N=C/c1ccc(Br)s1)c1ccco1	4	12	3	-1	i	7	5	i	-0.2	7
O=C(Cn1cc(COc2c(F)c(F)c(Br)c(F)c2F)nn1)c1ccc(O)cc1	0	·	·	-4	0	2	-1	-0.6	1.3	·
COc1ccc(-c2nc(CN3CCC(C(=O)N4CCc5ccccc54)CC3)c(C)o2)cc1OC	-5	17	-1	6	-2	0	27	i	1.0	1
CN1C(=O)C(O)(CC(=O)c2ccncc2)c2ccccc21 (configuration not stated)	0	20	5	8	-3	8	?	·	·	0
Cc1cc(NC(=O)CSc2nc(=O)n(CCCN(C)C)c3c2CCCC3)no1	-3	·	6	0	-8	-4	-2	i	1.5	·
CCSc1nc(-c2ccccc2)cc(=O)[nH]1	-3	·	-8	6	-17	31*	12	-0.4	-11	·

An excerpt from above in order of molar mass, highest first.
SMILES	PrPC surface inh	VHR inh abs	Rv3671c inh	MazEF act	PriA SSB inh	CCHFV vOTU inh	Y pestis TopoI	Vc quorum ag	TcdB GH inh	3CLpro inhibitor
COc1ccc(C2CC(c3ccccc3)=NN2C(=O)COC(=O)c2cnc(Cl)c(Cl)c2)cc1 (configuration not stated)	-3	2	8	3	-6	-4	1	0.6	·	2
Cc1ccc(CN2CCC(c3cc(-c4cccs4)n[nH]3)CC2)cc1	0	12	-1	3	-7	2	13	-0.1	1.0	3
N/C(Cc1ccc(Cl)c(Cl)c1)=N\OC(=O)c1cccs1	9	-1	-4	2	·	-3	9	i	·	1
CS(=O)(=O)N1CCN(C(=O)c2ccc3c(c2)OCCO3)CC1	3	0	7	14	3	-8	-8	i	0.9	3
COc1ccccc1C(=O)NS(=O)(=O)c1ccc(C)cc1	-2	·	6	-2	-6	-4	2	0.5	1.5	·
CN(C)CCCNC(=O)c1ccccc1Oc1ccccc1	-6	9	3	7	-10	-10	-10	-1.1	1.2	2
C#CCNc1ccncc1S(=O)(=O)NC(=O)NC(C)C	0	22	5	-2	-9	8	-6	0.9	·	6

Going on with the list.
SMILES	PrPC surface inh	VHR inh abs	Rv3671c inh	MazEF act	PriA SSB inh	CCHFV vOTU inh	Y pestis TopoI	Vc quorum ag	TcdB GH inh	3CLpro inhibitor
COC(=O)C1=C(N)OC2=C(C(=O)CC(C)(C)C2)C1c1cccnc1 (configuration not stated)	1	23	2	8	-4	-4	7	i	·	-1
Cc1ccc(NC(=O)c2c(NC(=O)CCC(=O)O)sc3c2CCCCC3)cc1	9	20	7	-2	-4	4	-2	3.0	-1.3	-1
CCNC(=S)Nc1cccc(S(=O)(=O)Nc2ccccc2OC)c1	2	-10	-7	-9	-1	-1	4	i	0.5	4
O=C(CNC(=O)c1sc2ccccc2c1Cl)NCc1ccc(F)cc1	-2	·	1	-3	-16	-11	-4	i	1.3	·
CC1(C)c2ccccc2C(=O)c2ccccc21	0	·	·	3	-10	5	8	-0.8	-0.7	·
COc1cc(/C=C/C(=O)OCC(=O)NC(=O)NC(C)C)cc(OC)c1OC	-11	-28	3	7	4	9	4	0.2	1.3	1
NC(=O)C1CCN(C(=O)OCc2ccccc2)CC1	1	29	6	1	0	2	-6	-0.8	·	-3
COc1cc(OC)c(S(=O)(=O)NC(C)C)cc1C(=O)O	-6	13	-7	-3	1	-9	3	0.5	-1.6	-3
CCn1c(SCC(=O)Nc2nc(C)cs2)nnc1-c1ccoc1C	-3	-5	5	0	-21	-1	0	0.1	·	2
COc1ccc(C(=O)NCc2nnc(SCC(=O)NC3CCCC3)o2)cc1	7	13	-10	2	-2	-4	4	i	0.7	-5
CCN(C(=O)CSc1cccc[n+]1[O-])C1CCCCC1	0	·	-6	-3	-2	28	-2	i	0.1	·
CCOc1ccc(-c2cnc3ccccc3n2)cc1	-5	17	-1	-5	1	-4	11	-0.9	2.5	2
CC1CN(C(=O)c2cc3ccccc3cc2O)CC(C)O1 (configuration not stated)	-7	·	3	-4	0	12	3	-0.7	0.2	·
O=C(NC1CCSc2ccccc21)c1cccc(Cl)c1 (configuration not stated)	3	-3	-6	-2	-11	2	-2	0.7	1.2	-5
O=C(CCS(=O)(=O)c1ccc(Br)cc1)Nc1ccc(Br)cc1F	0	-7	10	9	-8	-20	5	i	·	-7
N#C/C(=C\C=C\c1ccccc1[N+](=O)[O-])C(=O)NC1CCCCC1	·	22	7	-3	-2	·	16	-0.3	·	0
CCC(c1ccccc1)c1nc(-c2cccnc2)no1 (configuration not stated)	9	10	2	3	-31	1	5	-0.4	2.4	2
C[C@H]1CN([C@@H](C)CO)C(=O)c2cc(Br)cnc2O[C@H]1CN(C)C(=O)c1ccc2c(c1)OCO2	-4	·	·	-3	·	2	-1	-0.7	0.6&0.0	·
CCN(CC)c1ccc2c(O)cc(=O)oc2c1	6	15	13	-13	0	-16	1	-0.3	1.2	3
CCN(CC)S(=O)(=O)c1ccc2c(c1)N(CC(=O)NCCCN1CC(C)CC(C)C1)C(=O)CO2 (configuration not stated)	-12	42	-16	5	1	9	2	2.1	0.5	-3
COc1ccc(OCC(=O)Nc2ccc(N3CCN(C(=O)c4ccco4)CC3)cc2)cc1	12	8	1	2	3	-11	7	i	1.6	-2
CCOC(=O)c1c(C)[nH]c(C(=O)CSc2nnnn2-c2ccccc2)c1C	5	11	9	9	-1	-13	3	i	·	0
Cc1c(COc2ccc3ccccc3c2)nnn1CC(=O)NS(=O)(=O)c1ccccc1C(F)(F)F	9	·	·	·	·	19	17	-0.4	-5.3	·
COc1cnc(SC(C)C)[nH]c1=O	-1	44	-2	-4	-5	-9	-8	-0.6	-0.6	2
CC(C)C(=O)NNC(=O)c1ccccn1	-3	8	0	2	-13	3	-1	-3.4	0.3	1
Cc1ccc(S(=O)(=O)N(C)C)cc1NC(=O)C(C)OC(=O)C1CCC1 (configuration not stated)	0	·	3	9	-5	9	4	-0.7	0.3	·
Cc1cccc(C(=O)NC(C(=O)Nc2ccccc2N2CCOCC2)C(C)C)c1 (configuration not stated)	-1	15	1	4	-11	-19	2	2.1	2.2	-5
CC(C(=O)N1CCCc2ccccc21)N1CCN(S(=O)(=O)c2ccccc2F)CC1 (configuration not stated)	-8	-3	5	-3	5	8	27	i	·	-3
Cc1nc2ccccn2c1C(=O)Nc1ccc(Cl)cc1	-7	9	4	-5	-9	5	-1	-0.2	5.5	3
O=C(Nc1ccccc1)c1ccn[nH]1	0	-10	6	2	-7	9	8	-0.2	·	-5
c1coc(CN(Cc2cccs2)Cc2nnnn2C2CCCCC2)c1	5	18	8	-3	-19	8	32	-0.5	·	4
Cn1cnnc1SCC(=O)Nc1ccc(N2CCOCC2)cc1	-1	20	-2	3	-13	2	-5	1.7	0.9	5
Cc1cc(-c2nnc(CCC(=O)N(C)C(C)c3cccs3)o2)no1 (configuration not stated)	0	-3	-5	6	-10	0	-11	18	2.6	-6
Clc1ccc(-n2nnnc2-c2ccccc2)cc1Cl	10	-5	-1	7	-13	11	14	i	1.1	3
O=C(Nc1ccc2c(c1)OCO2)c1cccc(Cl)c1	7	-19	-1	4	-4	7	0	-1.0	·	-6
Cc1c(C(=O)c2ccc([N+](=O)[O-])cc2)c(=O)n(C)c(=O)n1C	-34	18	-11	-2	-6	7	-5	i	-0.5	6
OCCN1CCN(c2ncnc3sc(-c4ccccc4)cc23)CC1	-21	14	-1	8	3	1	-4	-0.2	2.3	0
